GLA spleen mod = inhibits or activates alpha-galactosidase in human spleen homogenate. P06280. human spleen homogenate, 4MU-alpha-Gal fluorescence, 40 min. Potency, µM (doses to about 80 µM), inactives show at the highest dose activity change, negative = inhibition, actives largely listed as inhibitors. 240,000 tested, 0.008% active. AID 2107;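 note: 0% = enzyme with vehicle and -100% = no enzyme basal signal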
Target sequence (P06280 32-429 limits assumed): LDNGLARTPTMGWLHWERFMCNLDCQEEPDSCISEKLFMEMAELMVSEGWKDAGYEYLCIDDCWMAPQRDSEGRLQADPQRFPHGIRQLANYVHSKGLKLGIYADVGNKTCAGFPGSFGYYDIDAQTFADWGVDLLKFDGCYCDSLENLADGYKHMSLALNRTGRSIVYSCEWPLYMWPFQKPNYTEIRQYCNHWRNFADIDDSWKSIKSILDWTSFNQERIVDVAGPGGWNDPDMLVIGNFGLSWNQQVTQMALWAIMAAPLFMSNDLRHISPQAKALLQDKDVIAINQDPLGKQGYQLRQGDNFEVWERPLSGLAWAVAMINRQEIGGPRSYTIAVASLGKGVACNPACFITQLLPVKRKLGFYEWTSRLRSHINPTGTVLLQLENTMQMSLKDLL
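Spleen homogenate 1 ug + cpd (titration) + 4-MU-alpha-D-galactopyranoside 1 mM; 37C 40 min; 50 mM citrate/phosphate pH 5.0, 0.01% Tween-20; stop pH 10; fluorescence 365/440; AC50 via Hill.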
TexasRed fluor = counter-screen for TRb-SRC2 inhibitors: fluorescence interference | TRb/SRC2 Texas Red total fluorescence interference | Potency, µM (doses to about 106 µM), inactives show top-dose fluorescence change, negative = quenching | 280,000 tested, 0.29% active | AID 1479; active = well fitted curve in either direction with a large enough effect
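Flags fluorescent or light-absorbing compounds by total fluorescence, S + 2P, at 555 nm excitation and 632 nm emission. Mixture: 20 nM Texas Red SRC2 peptide, 0.6 uM human TRb LBD, 1 uM T3, 5% DMSO; compound exposure 5 h at ambient temperature.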
TRb-SRC2 inh = disrupts binding of human TR beta to SRC2. 280,000 tested, 0.065% active. Potency, µM (top dose mostly 106 µM), inactives show top-dose activity change, negative = inhibition, hits mostly inhibitors. AID 1469. TRbeta-SRC2 peptide binding, fluorescence polarization; receptor liganded with 1 µM T3. P10828;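 note: plate controls were bound peptide for no effect and peptide without receptor for full effect; nearly all actives have a fitted effect of over 50% in size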
Target sequence (P10828 whole entry, looked up): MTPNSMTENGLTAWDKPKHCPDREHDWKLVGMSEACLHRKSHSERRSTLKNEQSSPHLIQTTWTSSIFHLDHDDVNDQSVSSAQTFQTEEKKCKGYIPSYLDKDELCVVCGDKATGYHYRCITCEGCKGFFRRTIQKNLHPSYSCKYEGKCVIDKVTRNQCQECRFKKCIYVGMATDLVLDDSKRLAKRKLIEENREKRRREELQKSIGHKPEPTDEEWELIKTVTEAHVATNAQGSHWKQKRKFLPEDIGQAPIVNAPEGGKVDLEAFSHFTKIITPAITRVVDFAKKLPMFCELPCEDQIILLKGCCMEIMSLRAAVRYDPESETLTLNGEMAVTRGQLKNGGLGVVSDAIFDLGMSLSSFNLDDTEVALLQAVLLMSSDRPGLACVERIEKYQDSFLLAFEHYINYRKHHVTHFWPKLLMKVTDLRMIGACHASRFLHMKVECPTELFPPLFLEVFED
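Polarization signal, normalized between peptide-alone and full complex controls, measured compound effects on T3-liganded human TRb LBD (0.6 uM) binding 20 nM Texas Red SRC2 peptide after 5 hr.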
An asterisk follows results filed as active; . = no result given; & = joins results of further samples; [ ] = another dose, or the depositor's remark. Unless noted, calls come from the whole dose curve; as a rule, active = well fitted inhibition curve with a large enough effect; inconclusive = small, poorly fitted or top-dose-only effect, or effect the other way; inactive = flat fitted curve, though single readings scatter. Unless noted, % is set by controls: 0 for no effect and ±100 for the full control effect; potency is the fitted concentration of half-maximal effect.

SMILES | GLA spleen mod | TexasRed fluor | TRb-SRC2 inh
c1cnc(N2CCC3(CCNCC3)CC2)nc1 | 9.2% | . | .
CN1CCCC2(CCN(C(=O)c3ccco3)CC2)C1 | 2.0% | . | .
COc1ccccc1CN1CC[C@@]2(CCCN(C(=O)Oc3ccccc3)C2)C1 | 8.2% | . | .
c1cc(CN2CCC3(CCNCC3)CC2)ccn1 | -1.5% | . | .
O=C(Oc1ccccc1)N1CCC2(CC1)CN(C(c1ccccc1)c1ccccc1)C2 | 12.4% | . | .
Cc1noc(C)c1C(=O)N1CCC2(CCCN(CC(C)C)C2)CC1 | -6.0% | . | .
N#Cc1ccc(CN2CC3(CCNCC3)C2)cc1 | -8.3% | . | .
N#Cc1cccc(NC(=O)N2CC[C@@]3(CCCN(C(=O)Oc4ccccc4)C3)C2)c1 | 1.7% | . | .
c1ccc(N2CC3(CCNCC3)C2)cc1 | 4.9% | . | .
N#Cc1cccc(NC(=O)N2CC3(CCN(C(=O)Oc4ccccc4)CC3)C2)c1 | -7.7% | . | .
O=C(Nc1ccccc1)N1CC[C@@]2(CCCN(C(=O)Oc3ccccc3)C2)C1 | 3.9% | . | .
c1cc(N2CCCC3(CCNCC3)C2)ccn1 | 10.1% | . | .
c1ccc(N2CCC3(CCNCC3)CC2)nc1 | -6.0% | . | .
N#Cc1ccc(CN2CCC3(CC2)CCN(C(=O)Oc2ccccc2)CC3)cc1 | -0.5% | . | .
N#Cc1ccc(CN2CC[C@@]3(CCCN(C(=O)Oc4ccccc4)C3)C2)cc1 | -3.0% | . | .
N#Cc1cccc(NC(=O)N2CCCC3(CCN(C(=O)Oc4ccccc4)CC3)C2)c1 | 13.5% | . | .
O=C(c1ccncc1)N1CCC[C@@]2(CCN(Cc3nccs3)C2)C1 | -7.8% | . | .
O=C(Oc1ccccc1)N1CCC[C@@]2(CCN(Cc3cc(C(F)(F)F)cc(C(F)(F)F)c3)C2)C1 | 1.2% | . | .
CC(C)CN1CC2(CCN(C(=O)c3ccncc3)CC2)C1 | 3.6% | . | .
O=C(Nc1ccccc1)N1CC2(CCN(C(=O)Oc3ccccc3)CC2)C1 | 5.1% | . | .
CCOP(=O)(OCC)SCS(=O)(=O)C(C)(C)C | . | -3.8%[201 µM] | -1.6%[201 µM]
CCCSP(=O)(OCC)Oc1ccc(Br)cc1Cl (stereo not drawn) | . | 4.0%[201 µM] | 6.5%[201 µM]
c1cc2c3c(cccc3c1)CC2 | . | -1.7%[201 µM] | -11.5%[201 µM]
Cc1nc(N(C)C)nc(OC(=O)N(C)C)c1C | . | -11.9%[201 µM] | -6.0%[201 µM]
CCCCC(CC)C(=O)Cl (stereo not drawn) | . | -3.8%[201 µM] | -1.0%[201 µM]

An excerpt of these results, in markdown:
| SMILES | GLA spleen mod | TexasRed fluor | TRb-SRC2 inh |
| --- | --- | --- | --- |
| N#Cc1cccc(NC(=O)N2CC3(CCN(C(=O)Oc4ccccc4)CC3)C2)c1 | -7.7% | . | . |
| O=C(Nc1ccccc1)N1CC[C@@]2(CCCN(C(=O)Oc3ccccc3)C2)C1 | 3.9% | . | . |
| c1cc(N2CCCC3(CCNCC3)C2)ccn1 | 10.1% | . | . |
| c1ccc(N2CCC3(CCNCC3)CC2)nc1 | -6.0% | . | . |
| N#Cc1ccc(CN2CCC3(CC2)CCN(C(=O)Oc2ccccc2)CC3)cc1 | -0.5% | . | . |

Carrying on.
SMILES | GLA spleen mod | TexasRed fluor | TRb-SRC2 inh
c1csc(C2(N3CCCCC3)CCCCC2)c1 | . | -0.4% | 8.7%
CCOP(=O)(NC(C)C)Oc1ccc(S(C)=O)c(C)c1 (stereo not drawn) | . | 0.6%[201 µM] | 0.1%[201 µM]
CCC(C)(CC)c1cc(NC(=O)c2c(OC)cccc2OC)on1 | . | -0.6%[201 µM] | 9.1%[201 µM]
CC[C@H]1CCCC(O[C@H]2CC[C@H](N(C)C)[C@@H](C)O2)[C@@H](C)C(=O)C2=C[C@@H]3[C@@H](C=C[C@@H]4C[C@@H](O[C@@H]5O[C@@H](C)[C@H](OC)[C@@H](OC)[C@H]5OC)C[C@@H]34)[C@@H]2CC(=O)O1 (stereo partly drawn) | . | -0.8%[201 µM] | 0.5%[201 µM]
[Cl][Sn]([c]1ccccc1)([c]1ccccc1)[c]1ccccc1 | . | -0.1%[201 µM] | 1.3%[201 µM]
COCCOCCO | . | -3.4%[5.17e+03 µM] | -2.1%[5.17e+03 µM]
ClCc1ccccc1Cl | . | -1.3%[201 µM] | 2.2%[201 µM]
Fc1ccc(Oc2ccnc3cc(Cl)cc(Cl)c23)cc1 | . | -9.3%[201 µM] | -0.1%[201 µM]
CC1NCCOC1c1ccccc1 (stereo not drawn) | . | -2.5% | 3.9%
CCOP(=S)(OCC)SCSP(=S)(OCC)OCC | . | -0.6%[201 µM] | 1.9%[201 µM]
CCOP(=S)(OCC)SCn1nnc2ccccc2c1=O | . | -1.5%[201 µM] | -2.1%[201 µM]
C=C(C)C(=O)OCC(CC)CCCC (stereo not drawn) | . | -5.6%[201 µM] | -0.1%[201 µM]
CCOP(=S)(Oc1cnc(C(C)(C)C)nc1)OC(C)C (stereo not drawn) | . | -0.8%[201 µM] | -1.8%[201 µM]
COc1ccc(/C(=C/C(=O)N2CCOCC2)c2ccc(Cl)cc2)cc1OC | . | -1.4%[201 µM] | -4.0%[201 µM]
CS(=O)(=O)c1cc(C(F)(F)F)ccc1C(=O)c1cnoc1C1CC1 | . | -12.6%[201 µM] | 0.6%[201 µM]
COc1ccc(C(=O)c2c(C)n(CCN3CCOCC3)c3ccccc23)cc1 | . | -0.3% | 3.1%
CNC(=O)Oc1cc(C)c(SC)c(C)c1 | . | 2.2%[201 µM] | 3.4%[201 µM]
CCN(CC)C(=O)SCc1ccc(Cl)cc1 | . | -1.5%[201 µM] | 3.0%[201 µM]
Cc1ccc(C)c2ccccc12 | . | 1.6%[201 µM] | -0.6%[201 µM]
O=c1oc2ccccc2c(O)c1C(CC(O)c1ccc(-c2ccc(Br)cc2)cc1)c1ccccc1 (stereo not drawn) | . | -23.5%[201 µM] | .
CCCCCCCCCCCCCCC(Br)C(=O)O (stereo not drawn) | . | -1.5%[201 µM] | 5.9%[201 µM]
CCOP(=S)(OCC)O/N=C(\C#N)c1ccccc1 | . | -0.1%[201 µM] | -0.4%[201 µM]
C/C(=N\NC(=O)Nc1cc(F)cc(F)c1)c1ncccc1C(=O)O | . | -1.6%&-3.9%[201 µM] | 2.2%&-0.4%[201 µM]
CCOP(=O)(OCC)SCCSCC | . | 1.2%[201 µM] | 0.2%[201 µM]
N#Cc1c[nH]cc1-c1cccc2c1OC(F)(F)O2 | . | -7.9%[201 µM] | 0.1%[201 µM]

Whole records, looked up by structure.
C=C(C)C(=O)OCC(CC)CCCC (stereo not drawn) as listed: GLA spleen mod = .; TexasRed fluor = -5.6%[201 µM]; TRb-SRC2 inh = -0.1%[201 µM]
CCOP(=S)(OCC)SCSP(=S)(OCC)OCC as listed: GLA spleen mod = .; TexasRed fluor = -0.6%[201 µM]; TRb-SRC2 inh = 1.9%[201 µM]

3 records drawn at random from those above:
SMILES | GLA spleen mod | TexasRed fluor | TRb-SRC2 inh
O=C(Oc1ccccc1)N1CCC[C@@]2(CCN(Cc3cc(C(F)(F)F)cc(C(F)(F)F)c3)C2)C1 | 1.2% | . | .
c1csc(C2(N3CCCCC3)CCCCC2)c1 | . | -0.4% | 8.7%
CN1CCCC2(CCN(C(=O)c3ccco3)CC2)C1 | 2.0% | . | .

Further compounds follow.
SMILES | GLA spleen mod | TexasRed fluor | TRb-SRC2 inh
O=C1c2ccccc2C(=O)C1C(=O)C(c1ccccc1)c1ccc(Cl)cc1 (stereo not drawn) | . | -10.9%[201 µM] | -24.4%[201 µM]
Cc1ccccc1CO[C@@H]1C[C@@]2(C(C)C)CC[C@]1(C)O2 | . | 1.0%[201 µM] | -6.0%[201 µM]
CC(Oc1ccc(Cl)cc1Cl)C(=O)O (stereo not drawn) | . | 0.3%[201 µM] | 2.3%[201 µM]
C=CC(=O)NCO | . | -1.7%[5.17e+03 µM] | -3.2%[5.17e+03 µM]
CNC(=O)O/N=C(\SC)C(=O)N(C)C | . | -3.1%[201 µM] | -8.6%[201 µM]
COCC(=O)N(c1c(C)cccc1C)N1CCOC1=O | . | 1.7%[201 µM] | 5.8%[201 µM]
C#CCN1CC(=O)N(COC(=O)[C@@H]2[C@@H](C=C(C)C)C2(C)C)C1=O | . | 1.7%[201 µM] | -3.3%[201 µM]
OC[C@@H](O)[C@H]1O[C@@H]2OC(C(Cl)(Cl)Cl)O[C@H]2[C@H]1O (stereo partly drawn) | . | -0.3% | 8.8%
CCC[CH2][Sn]([CH2]CCC)([CH2]CCC)[O][Sn]([CH2]CCC)([CH2]CCC)[CH2]CCC | . | 2.5%[201 µM] | -2.6%[201 µM]
N#CCNC(=O)c1cnccc1C(F)(F)F | . | -2.4%[201 µM] | -2.6%[201 µM]
Cc1cc(C(C#N)c2ccc(Cl)cc2)c(Cl)cc1NC(=O)c1cc(I)cc(I)c1O (stereo not drawn) | . | 44.7µM*[quencher] | .
O=C1C[C@@H]2OCC=C3CN4CC[C@]56c7ccccc7N1[C@H]5[C@H]2[C@H]3C[C@H]46 | . | 1.1%[201 µM] | -4.0%[201 µM]
O=c1[nH]c2ccccc2c(=O)o1 | . | -5.5%[201 µM] | -2.0%[201 µM]
CCOc1nc(C(Cl)(Cl)Cl)ns1 | . | -3.8%[201 µM] | -10.4%[201 µM]
CC(C)Oc1cccc(NC(=O)c2ccccc2C(F)(F)F)c1 | . | 0.7%[201 µM] | 2.8%[201 µM]
O=C(O)C(F)(F)C(F)(F)C(F)(F)C(F)(F)C(F)(F)C(F)(F)C(F)(F)C(F)(F)C(F)(F)F | . | -6.6%&-13.2%[201 µM] | 0.0%&-2.3%[201 µM]
Cc1c(COC(=O)C2C(/C=C(\Cl)C(F)(F)F)C2(C)C)cccc1-c1ccccc1 (stereo not drawn) | . | 0.0%[201 µM] | -4.8%[201 µM]
O=c1[nH]c(=O)n(Cl)c(=O)n1Cl | . | 0.6%[201 µM] | 9.2%[201 µM]
CCOP(N)(=O)Oc1ccc(SC)c(C)c1 (stereo not drawn) | . | 2.7%[201 µM] | -8.9%[201 µM]
CCCC(C)(COC(N)=O)COC(=O)NC1CC1 (stereo not drawn) | . | 1.1% | 3.3%
ClC1=C(Cl)[C@]2(Cl)[C@@H]3[C@@H]4C[C@@H]([C@H]5O[C@@H]45)[C@@H]3[C@@]1(Cl)C2(Cl)Cl | . | -5.9%[201 µM] | 0.6%[201 µM]
O=S(=O)(O)C(F)(F)C(F)(F)C(F)(F)C(F)(F)C(F)(F)C(F)(F)F | . | -3.4%&2.6%[201 µM] | -2.9%&-0.1%[201 µM]
CCOP(=O)(OCC)Oc1ccc2c(C)c(Cl)c(=O)oc2c1 | . | -4.4%[201 µM] | -3.4%[201 µM]
CCCCNC(=O)OCC#CI | . | -8.4%[201 µM] | 0.1%[201 µM]

Arranged by SMILES length (low to high): five of the compounds above.
SMILES | GLA spleen mod | TexasRed fluor | TRb-SRC2 inh
CCOc1nc(C(Cl)(Cl)Cl)ns1 | . | -3.8%[201 µM] | -10.4%[201 µM]
CC(Oc1ccc(Cl)cc1Cl)C(=O)O (stereo not drawn) | . | 0.3%[201 µM] | 2.3%[201 µM]
N#CCNC(=O)c1cnccc1C(F)(F)F | . | -2.4%[201 µM] | -2.6%[201 µM]
CC(C)Oc1cccc(NC(=O)c2ccccc2C(F)(F)F)c1 | . | 0.7%[201 µM] | 2.8%[201 µM]
ClC1=C(Cl)[C@]2(Cl)[C@@H]3[C@@H]4C[C@@H]([C@H]5O[C@@H]45)[C@@H]3[C@@]1(Cl)C2(Cl)Cl | . | -5.9%[201 µM] | 0.6%[201 µM]

Screening data deposited in PubChem by National Center for Advancing Translational Sciences (NCATS).

These rows are one share of the data. The share of hits here may be higher or lower than overall.
